CHO-K1 Ca antag: M1 antagonist counterscreen hit in parental CHO-K1 cells; ATP-induced calcium, Fluo-8 fluorescence; inhibition, % at 3 µM; 360,000 compounds, 0.6% hits; AID 602250;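 active means inhibition above a per-plate cutoff, the plate's mean sample inhibition plus 3 SD, cut at about 24% in these data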;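 further: 0% = DMSO plus EC80 ATP and 100% = DMSO alone without ATP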
CHRM5 PAM: human M5 muscarinic receptor positive allosteric modulators, primary screen, CHO-K1 cells, Fluo-8 calcium fluorescence. Muscarinic acetylcholine receptor M5 (Homo sapiens), P08912. CHO-K1 hM5, ACh EC20 PAM; 0% = ACh EC20, 100% = ACh EC100. activation, % at 3 µM. 360,000 compounds, 0.3% hits. AID 624038, 2012;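 active means activation above the run cutoff, the mean activation of all test compounds plus 3 SD, cut at about 18% in these data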
Target sequence (P08912 whole entry, looked up): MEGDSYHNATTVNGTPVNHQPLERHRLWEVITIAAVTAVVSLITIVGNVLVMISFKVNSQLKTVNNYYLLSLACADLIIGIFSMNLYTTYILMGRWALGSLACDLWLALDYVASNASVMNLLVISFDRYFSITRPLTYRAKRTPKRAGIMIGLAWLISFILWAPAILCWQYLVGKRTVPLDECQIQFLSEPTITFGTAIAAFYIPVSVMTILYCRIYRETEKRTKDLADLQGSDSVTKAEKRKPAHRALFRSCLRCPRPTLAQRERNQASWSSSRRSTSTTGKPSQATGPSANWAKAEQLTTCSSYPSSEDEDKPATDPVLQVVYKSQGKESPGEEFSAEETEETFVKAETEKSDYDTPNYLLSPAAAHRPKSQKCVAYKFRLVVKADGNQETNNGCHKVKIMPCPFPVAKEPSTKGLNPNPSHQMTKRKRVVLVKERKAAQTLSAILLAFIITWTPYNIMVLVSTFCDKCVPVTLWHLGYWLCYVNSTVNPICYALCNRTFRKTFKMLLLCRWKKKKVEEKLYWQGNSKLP
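system = human M5 receptor in CHO-K1 cells | reagent = EC20 acetylcholine as agonist stimulus | compound dosing = single-point, 3 µM nominal | incubation = Fluo-8 loading 80 min at 37 °C plus 30 min room temperature | detection = Fluo-8 calcium dye fluorescence, kinetic read | benchmarks = low control EC20 acetylcholine (0%), high control EC100 acetylcholine (100%)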
M5 ag: human M5 muscarinic receptor agonists, primary screen, CHO-K1 cells, Fluo-8 calcium fluorescence; activation, % at 3 µM; Muscarinic acetylcholine receptor M5 (Homo sapiens), P08912; 360,000 compounds, 0.19% hits; CHO-K1 hM5 cells; 0% DMSO wells, 100% maximal acetylcholine response;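 active means activation above the run's mean over test compounds plus 3 SD, cut at about 23% in these data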;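 further: signal is peak over basal fluorescence ratio across the kinetic read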
CHO-K1 Ca ag: counter-screen for M1 agonists: effect in parental CHO-K1 cells; AID 602248, 2012; activation, % at 3 µM; Fluo-8 calcium fluorescence; scaled to maximal ATP response, vehicle zero; 360,000 compounds, 0.48% hits; in the data active means activation above about 15%;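 further: untransfected CHO-K1 host cells lacking M1 receptor as counterscreen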
M1 PAM parental: nonselective calcium activators in parental CHO-K1 cells, primary screen, counter-screen for M1 PAM project, cell-based, Fluo-8 calcium fluorescence, full deck, 1536-well; ATP EC20; 0% at ATP EC20, 100% at ATP max; activation, % at 3 µM; 360,000 compounds, 0.02% hits;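 active means activation above the run cutoff, the mean activation of all test compounds plus 3 SD, cut at about 40% in these data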;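 further: peak over basal fluorescence ratio in a 140 s read after ATP addition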
CHRM4 agonist: human M4 muscarinic receptor agonists, primary screen, CHO-K1 cells, Fluo-8 calcium fluorescence. Muscarinic acetylcholine receptor M4 (Homo sapiens), P08173. CHO-K1 hM4/Gqi5; vehicle 0%, full acetylcholine response 100%. activation, % at 3 µM. 360,000 compounds, 0.14% hits. AID 624127, 2012;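 active means activation above the run mean over all test wells plus 3 SD, cut at about 32% in these data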;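 further: peak over basal fluorescence ratio per well then scaled between controls; 0% = DMSO wells and 100% = acetylcholine at EC100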
Target sequence (P08173 whole entry, looked up): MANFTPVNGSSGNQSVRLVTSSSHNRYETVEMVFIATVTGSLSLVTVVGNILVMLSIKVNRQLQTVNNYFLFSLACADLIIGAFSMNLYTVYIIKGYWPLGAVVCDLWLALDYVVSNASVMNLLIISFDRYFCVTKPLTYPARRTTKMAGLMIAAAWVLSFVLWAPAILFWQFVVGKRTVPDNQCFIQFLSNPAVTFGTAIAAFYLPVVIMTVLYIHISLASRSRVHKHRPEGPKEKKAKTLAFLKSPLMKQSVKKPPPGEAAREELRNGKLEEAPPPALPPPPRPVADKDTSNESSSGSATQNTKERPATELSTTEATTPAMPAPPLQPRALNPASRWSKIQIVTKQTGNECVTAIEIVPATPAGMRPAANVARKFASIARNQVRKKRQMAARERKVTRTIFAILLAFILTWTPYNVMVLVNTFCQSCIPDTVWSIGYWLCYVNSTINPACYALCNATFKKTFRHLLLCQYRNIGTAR
CHRM4 antagonist: human M4 muscarinic receptor antagonists, primary screen, CHO cells, Fluo-8 calcium fluorescence | 360,000 compounds, 0.73% hits | Muscarinic acetylcholine receptor M4 (Homo sapiens), P08173 | inhibition, % at 3 µM | CHO-hM4 cells, ACh EC80;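 active means inhibition above its plate's cutoff, the mean inhibition of sample wells plus 3 SD, cut at about 27% in these data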;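 further: 0% = acetylcholine EC80 with DMSO and 100% = DMSO without agonist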
M5 antag: human M5 muscarinic receptor antagonists, primary screen, CHO cells, Fluo-8 calcium fluorescence; CHO-hM5 cells, ACh EC80; inhibition, % at 3 µM; 360,000 compounds, 0.59% hits; AID 624040, 2012;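 active means inhibition above a per-plate cutoff, the mean of that plate's test compounds plus 3 SD, cut at about 27% in these data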;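 further: 0% = acetylcholine EC80 with DMSO and 100% = DMSO without agonist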
CHRM4 PAM: human M4 muscarinic receptor positive allosteric modulators, primary screen, CHO-K1 cells, Fluo-8 calcium fluorescence | CHO-K1 hM4/Gqi5, ACh EC20; 0% = ACh EC20, 100% = maximal ACh | 360,000 compounds, 0.4% hits | activation, % at 3 µM | AID 624126, 2012;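 active means activation above its plate's cutoff, the mean activation of sample wells plus 3 SD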; further: some results filed as inactive read as strong as hits
An asterisk follows results filed as active.

(1) COc1ccccc1NC(=O)CSc1ccc2nnc(CCNC(=O)c3ccccc3)n2n1
(2) CCN(C(=O)COC(=O)Cc1c[nH]c2ccccc12)C1CCS(=O)(=O)C1 (centres undefined)
(3) O=S(=O)(Nc1ccc(N2CCOCC2)cc1)c1ccc(F)cc1
(4) COC(=O)C1=CN(Cc2ccc(OC)c(OC)c2)C=C(C(=O)OC)C1c1cccc(O)c1
(5) CCN(Cc1ccccc1)S(=O)(=O)c1cc(C(=O)NCC2CCCCC2)ccc1OC
(6) CCC(CC)C(=O)OCC(=O)Nc1cc(OC)c([N+](=O)[O-])cc1C
screen / no.	1	2	3	4	5	6
CHO-K1 Ca antag	-8	-5	0	-3	-9	-15
CHRM5 PAM	11	15	8	5	-9	-13
M5 ag	-2	-3	4	6	-2	-7
CHO-K1 Ca ag	1.1	0.6	0.7	-0.5	2.5	2.9
M1 PAM parental	-8	-6	9	11	14	20
CHRM4 agonist	3	1	1	0	1	5
CHRM4 antagonist	-10	-19	-2	3	-1	-19
M5 antag	-12	-15	-1	0	9	6
CHRM4 PAM	8	19*	3	0	-9	-3

(7) Cc1cccc(CC(=O)NCCN2CCOCC2)c1
(8) CC(NC(=O)c1cc2ccccc2o1)c1cccs1 (centres undefined)
(9) Cc1cc(C(=O)COC(=O)c2ccc3c(c2)NC(=O)CS3)c(C)n1CCc1ccc(Cl)cc1
(10) O=C(NCc1nc2ccccc2[nH]1)c1ccco1
(11) CCOC(=O)c1c(C)nc2c(c1C)/C(=N/O)CC(C)(C)C2
(12) Cc1ccc(C(C(=O)NC2CCCC2)N(Cc2ccc(F)cc2)C(=O)c2csnn2)o1 (centres undefined)
screen / no.	7	8	9	10	11	12
CHO-K1 Ca antag	-3	-20	5	-11	-19	4
CHRM5 PAM	12	0	0	1	-18	-8
M5 ag	4	0	1	1	9	-1
CHO-K1 Ca ag	0.4	2.0	0.9	0.2	12	0.8
M1 PAM parental	-1	5	16	19	0	-5
CHRM4 agonist	0	3	4	2	8	1
CHRM4 antagonist	0	-11	0	-8	15	-1
M5 antag	-2	-2	-2	-7	15	7
CHRM4 PAM	-2	3	-3	6	-8	-5

6 entries from above, with values under each structure:
Value order – CHO-K1 Ca antag | CHRM5 PAM | M5 ag | CHO-K1 Ca ag | M1 PAM parental | CHRM4 agonist | CHRM4 antagonist | M5 antag | CHRM4 PAM
8: CC(NC(=O)c1cc2ccccc2o1)c1cccs1 (centres undefined)
    -20 | 0 | 0 | 2.0 | 5 | 3 | -11 | -2 | 3
3: O=S(=O)(Nc1ccc(N2CCOCC2)cc1)c1ccc(F)cc1
    0 | 8 | 4 | 0.7 | 9 | 1 | -2 | -1 | 3
1: COc1ccccc1NC(=O)CSc1ccc2nnc(CCNC(=O)c3ccccc3)n2n1
    -8 | 11 | -2 | 1.1 | -8 | 3 | -10 | -12 | 8
6: CCC(CC)C(=O)OCC(=O)Nc1cc(OC)c([N+](=O)[O-])cc1C
    -15 | -13 | -7 | 2.9 | 20 | 5 | -19 | 6 | -3
2: CCN(C(=O)COC(=O)Cc1c[nH]c2ccccc12)C1CCS(=O)(=O)C1 (centres undefined)
    -5 | 15 | -3 | 0.6 | -6 | 1 | -19 | -15 | 19*
10: O=C(NCc1nc2ccccc2[nH]1)c1ccco1
    -11 | 1 | 1 | 0.2 | 19 | 2 | -8 | -7 | 6

Other entries.
(13) C=C[C@H]1[C@H](O[C@@H]2O[C@H](CO)[C@@H](O)[C@H](O)[C@H]2O)OC=C2C(=O)OCC[C@]21O
(14) O=C(O)c1[nH]c2ccc(Cl)cc2c1CC(=O)N1CCN(c2ccccc2)CC1
(15) CCn1c(Cc2ccccc2)nnc1SCC(=O)OC(C)C
(16) CCCCNC(=O)c1onc(CSc2cccc3ccccc23)c1C(=O)O
(17) CC1CCc2c(sc(NC(=O)c3ccc(Cn4cc(Br)cn4)o3)c2C(N)=O)C1 (centres undefined)
(18) CC1CCCN(Cc2csc(N)n2)C1 (centres undefined)
screen / no.	13	14	15	16	17	18
CHO-K1 Ca antag	-2	-7	-9	-14	-11	-6
CHRM5 PAM	0	8	-6	3	-2	3
M5 ag	-2	-1	-4	1	0	-1
CHO-K1 Ca ag	0.1	0.0	0.3	0.9	0.4	0.1
M1 PAM parental	-5	12	6	17	5	-8
CHRM4 agonist	2	0	1	5	1	1
CHRM4 antagonist	6	5	-14	-12	8	-10
M5 antag	11	3	0	1	1	7
CHRM4 PAM	5	16	10	-1	-6	-6

(19) CN(CC(N)=O)S(=O)(=O)c1ccc(F)cc1
(20) Cc1cccc(C)c1NC(=S)N/N=C/c1ccc(OCCC(C)C)cc1
(21) COc1ccc(S(=O)(=O)N(C)C)cc1NCC(=O)Nc1ccc(F)cc1F
(22) Cc1nc(CS(=O)(=O)c2ccc(Cl)cc2)cc(Sc2ccccc2Cl)n1
(23) NC(=O)c1ccsc1NC(=O)COC(=O)CSc1ccc(Cl)cc1
(24) COc1ccc(NC(=O)c2cc(-c3ccco3)nc3ccccc23)cc1
screen / no.	19	20	21	22	23	24
CHO-K1 Ca antag	-4	7	-15	-5	24*	7
CHRM5 PAM	-4	-1	1	0	-20	-17
M5 ag	1	-2	-3	0	4	-1
CHO-K1 Ca ag	1.0	-0.1	1.7	2.0	9.5	3.8
M1 PAM parental	-7	-3	26	13	-15	3
CHRM4 agonist	1	-1	4	3	16	18
CHRM4 antagonist	5	-4	-2	7	16	-3
M5 antag	-8	3	-14	5	32*	1
CHRM4 PAM	6	-4	7	6	-18	-24

(25) Cc1cc(C)cc(SCc2noc(C(=O)NCCCN3CCOCC3)c2C(=O)NCCCN2CCOCC2)c1
(26) Cc1ccc(/C=C/C(=O)NC(C)c2ccccc2)cc1 (centres undefined)
(27) O=S(=O)(NCC1CCCO1)c1ccc2oc3ccc(S(=O)(=O)NCC4CCCO4)cc3c2c1 (centres undefined)
(28) COc1cccc(/C=C/c2ccc3cccc(O)c3n2)c1OC
(29) Nc1c(C(=O)Nc2ccc3c(c2)OCCO3)nnn1CCc1ccccc1
(30) Cc1cc2c(=O)n(CC(=O)N3CCN(c4ccccc4)CC3)cnc2s1
screen / no.	25	26	27	28	29	30
CHO-K1 Ca antag	3	8	13	15	-2	-17
CHRM5 PAM	-6	3	-4	-6	-6	0
M5 ag	-6	-1	-1	-1	5	-5
CHO-K1 Ca ag	-0.2	-0.2	2.3	1.5	1.9	-0.2
M1 PAM parental	-2	-9	-11	-22	16	18
CHRM4 agonist	2	1	0	12	5	0
CHRM4 antagonist	4	-9	11	3	-12	-1
M5 antag	14	3	4	11	3	-6
CHRM4 PAM	6	2	-6	2	2	12

(31) CCOC(=O)/C(C#N)=C/c1c(N2CCN(C)CC2)nc2c(C)cccn2c1=O
(32) Cc1ccc(Cc2c(-c3ccccc3)nc3ccc(Cl)cn23)cc1
(33) COc1ccc(CCNC(=O)CSc2nc(=O)[nH]c3c2CCC3)cc1OC
(34) CCC(CC)C(=O)NCCc1cc2c(C)ccc(C)c2[nH]c1=O
(35) COc1cccc(-c2nnc(NC(=O)c3ccccc3Br)o2)c1
(36) O=C(Cn1ncc2ccccc21)N1CCN(c2cccc(C(F)(F)F)c2)CC1
screen / no.	31	32	33	34	35	36
CHO-K1 Ca antag	2	-13	3	0	4	-15
CHRM5 PAM	-3	-1	0	-8	7	-7
M5 ag	-5	-1	5	1	0	6
CHO-K1 Ca ag	0.3	-0.2	0.3	0.0	0.0	7.9
M1 PAM parental	-4	13	-1	1	8	10
CHRM4 agonist	2	-1	0	0	0	4
CHRM4 antagonist	6	-12	-6	-3	-8	4
M5 antag	9	-9	-3	3	-6	-1
CHRM4 PAM	0	6	0	2	-2	-2

(37) COc1ccccc1-c1cc(NC=O)c2ncc(-c3cccc(C(C)=O)c3)n2c1
(38) CCOC(=O)c1cnc2c(C)cccc2c1NCc1ccco1
(39) CCCCNC(=O)Nc1nnc(SCC(=O)OCC)s1
(40) O=C(O)c1ccc(CSc2nc3ccccc3[nH]2)cc1
(41) CC(C)c1nc(SCC(=O)Nc2cccc(C(=O)O)c2)c2c3c(sc2n1)CCCC3
(42) O=C(NCc1ccc(F)cc1)C1(c2cccs2)CCOCC1
screen / no.	37	38	39	40	41	42
CHO-K1 Ca antag	-4	13	4	-6	-6	0
CHRM5 PAM	-5	-14	4	5	-2	6
M5 ag	-1	-7	0	-4	4	-1
CHO-K1 Ca ag	3.4	-0.1	0.6	0.2	5.8	0.3
M1 PAM parental	15	-6	8	16	2	0
CHRM4 agonist	14	-2	0	1	3	0
CHRM4 antagonist	-14	11	-2	-11	2	7
M5 antag	2	1	-5	1	16	-6
CHRM4 PAM	6	-18	5	5	-9	-2

(43) CCc1cc2c(=O)c(-c3nc4ccccc4n3C)coc2c(CN2CCOCC2)c1O
(44) CCN(CC)CCCNC(=O)c1cc2c(=O)n(CC)c3ccccc3c2s1
(45) CC(C)COP(=O)(OCC(C)C)C(Nc1ccccc1)c1ccc2c(c1)OCO2 (centres undefined)
(46) CC(Oc1ccc(F)cc1)C(O)CCN(C)C (centres undefined)
(47) CCOC(=O)C1CCCN(c2c(NCCc3cccc(C)c3)c(=O)c2=O)C1 (centres undefined)
(48) O=C(CN1CCc2ccccc2C1)Nc1cc(S(=O)(=O)N2CCOCC2)ccc1N1CCOCC1
(49) CCc1ccc(S(=O)(=O)N2CCN(C(=O)c3cccnc3)CC2)cc1
screen / no.	43	44	45	46	47	48	49
CHO-K1 Ca antag	-11	6	-7	-3	-8	1	9
CHRM5 PAM	5	0	-13	7	2	2	3
M5 ag	-2	-5	0	1	-3	-4	1
CHO-K1 Ca ag	0.7	0.0	6.7	0.1	3.0	0.0	0.1
M1 PAM parental	16	11	28	-5	27	11	-5
CHRM4 agonist	2	1	8	1	0	0	2
CHRM4 antagonist	-9	0	3	-4	-10	-20	1
M5 antag	-7	-1	9	7	-9	-6	3
CHRM4 PAM	0	7	-9	-3	-5	6	1
